Compound activity (PubChem)
SENP1 FRET inh: human SENP1 catalytic domain inhibitors, primary screen, biochemical, FRET, uHTS | Sentrin-specific protease 1 (Homo sapiens), Q9P0U3 | recombinant SENP1 catalytic domain, CyPet-SUMO1-YPet FRET cleavage | inhibition, % at 10 µM | 360,000 compounds, 0.21% hits;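 active means inhibition at least 30% at 10 µM, raw YFP signal under a set limit, fluorescence ratio 0.5 to 1.5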;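 further: 0% = enzyme with DMSO and 100% = no enzyme wells; some results filed as inactive read as strong as hits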
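Compound: 10 µM single point, 0.5% DMSO; Test system: hSENP1 catalytic domain, recombinant; Timing: 50 min reaction at room temperature; Technique: FRET, CFP and YFP emission; Control set: no-enzyme wells low, DMSO-plus-enzyme wells high control.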
A3G deaminase: APOBEC3G DNA deaminase inhibitors, primary screen, biochemical, fluorescence, single-stranded DNA substrate, uHTS. recombinant A3G, ssDNA deamination FAM/TAMRA fluorescence. inhibition, % at 20 µM. 330,000 compounds, 0.28% hits;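 active means inhibition of at least 40% at 20 µM, with no more than 30% in the related APOBEC3A deaminase screen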;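 further: plate controls were DMSO wells with A3G for no effect and wells lacking A3G enzyme for full effect; some compounds called inactive have numbers as strong as hits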
UBC13 inh: UBC13 polyubiquitin chain formation inhibitors, primary screen, biochemical, TR-FRET, uHTS; inhibition, % at 20 µM; 330,000 compounds, 0.47% hits; in the data active means inhibition above about 45%, passing the limit was not always enough; inconclusive means no clear call, values can overlap the other calls
SENP8 block-1: human SENP8 protease inhibitors, primary screen, biochemical, fluorescence, Nedd8 protein substrate, uHTS | AID 602440, 2012 | inhibition, % at 20 µM | Sentrin-specific protease 8 (Homo sapiens), Q96LD8 | 360,000 compounds, 0.64% hits | recombinant SENP8; in the data active means inhibition mostly above about 40%, no sharp cut-off; inactive means mostly below about 27%
SENP8 block-2: SENP8 protease inhibitors, primary screen, biochemical, luminescence. inhibition, % at 10 µM. 330,000 compounds, 1.2% hits. AID 2540, 2010. Sentrin-specific protease 8 (Homo sapiens), Q96LD8. purified SENP8, Z-RLRGG-aminoluciferin cleavage; in the data active means inhibition above about 50%
SENP6 inh: SENP6 protease inhibitors, primary screen, biochemical, luminescence, uHTS. Recombinant SENP6 catalytic domain, aminoluciferin luminescence. Sentrin-specific protease 6 (Homo sapiens), Q9GZR1. 330,000 compounds, 1.8% hits. AID 2599, 2010. inhibition, % at 10 µM;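 active means inhibition above about 50% at the single tested dose, limit read from the data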;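 further: plate controls were DMSO wells with enzyme for no effect and DMSO wells lacking enzyme for full effect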
Apaf-1 inh: inhibitors of human Apaf-1 apoptosome, primary screen, biochemical, DEVD-Rh110 fluorescence, uHTS; reconstituted apoptosome caspase-3 activity; inhibition, % at 20 µM; 330,000 compounds, 0.71% hits; active means inhibition of at least 40% at 20 µM;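 further: plate controls were DMSO wells for no effect and DEVD-CHO caspase inhibitor wells for full effect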
Target sequence (O14727 whole entry, looked up): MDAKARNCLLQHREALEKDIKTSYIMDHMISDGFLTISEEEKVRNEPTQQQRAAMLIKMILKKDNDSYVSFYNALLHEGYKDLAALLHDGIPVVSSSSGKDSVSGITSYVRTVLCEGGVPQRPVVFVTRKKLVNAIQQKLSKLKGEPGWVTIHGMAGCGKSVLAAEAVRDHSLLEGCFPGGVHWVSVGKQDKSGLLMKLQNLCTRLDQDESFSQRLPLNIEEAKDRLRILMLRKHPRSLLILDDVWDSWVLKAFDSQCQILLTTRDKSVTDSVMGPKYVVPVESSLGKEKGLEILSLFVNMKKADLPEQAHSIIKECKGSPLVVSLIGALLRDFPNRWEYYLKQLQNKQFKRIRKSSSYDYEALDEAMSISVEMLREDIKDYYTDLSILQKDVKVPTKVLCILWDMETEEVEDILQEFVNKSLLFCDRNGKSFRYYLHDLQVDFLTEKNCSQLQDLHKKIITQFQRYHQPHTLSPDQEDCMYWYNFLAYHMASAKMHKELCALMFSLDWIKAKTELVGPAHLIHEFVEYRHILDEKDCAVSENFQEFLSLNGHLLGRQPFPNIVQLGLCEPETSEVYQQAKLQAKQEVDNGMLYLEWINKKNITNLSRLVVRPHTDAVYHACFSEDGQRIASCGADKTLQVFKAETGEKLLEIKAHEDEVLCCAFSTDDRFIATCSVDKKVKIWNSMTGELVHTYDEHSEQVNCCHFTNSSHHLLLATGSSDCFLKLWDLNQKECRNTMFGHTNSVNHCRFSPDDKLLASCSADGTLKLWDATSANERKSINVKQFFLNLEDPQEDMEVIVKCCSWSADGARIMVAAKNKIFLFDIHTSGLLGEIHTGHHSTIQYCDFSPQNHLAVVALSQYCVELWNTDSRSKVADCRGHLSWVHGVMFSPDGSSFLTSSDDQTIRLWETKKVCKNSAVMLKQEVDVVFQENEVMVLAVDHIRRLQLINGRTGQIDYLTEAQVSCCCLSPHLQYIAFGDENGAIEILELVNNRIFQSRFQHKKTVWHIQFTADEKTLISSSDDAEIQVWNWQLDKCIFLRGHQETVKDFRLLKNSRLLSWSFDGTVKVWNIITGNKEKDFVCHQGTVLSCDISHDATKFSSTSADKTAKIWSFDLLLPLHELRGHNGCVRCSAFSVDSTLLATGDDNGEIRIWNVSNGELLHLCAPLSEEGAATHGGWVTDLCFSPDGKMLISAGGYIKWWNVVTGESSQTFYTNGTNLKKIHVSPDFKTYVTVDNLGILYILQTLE
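System: Apoptosome proteins | Medium: Hepes pH 7.5 with detergent and BSA | Also added: Cytochrome c trigger plus (Z-DEVD)2-Rh110 caspase-3 substrate | Incubation: 30 min compound preincubation, 50 min activation, room temperature | Detection: Rhodamine 110 fluorescence at Ex 480/Em 540 nm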
SENP7 inh: SENP7 protease inhibitors, primary screen, biochemical, luminescence, uHTS. Sentrin-specific protease 7 (Homo sapiens), Q9BQF6. recombinant SENP7, Z-RLRGG-aminoluciferin luminescence, 40 min. inhibition, % at 5 µM. 330,000 compounds, 1.5% hits. AID 434973, 2010;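 active means inhibition above about 50% at the single test dose, limit read from the data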;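 further: plate controls were DMSO with enzyme for no effect and no enzyme buffer wells for full effect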
Active calls of the source: *; ? = inconclusive; nt = not tested or not shown.

Field names – A = SENP1 FRET inh; B = A3G deaminase; C = UBC13 inh; D = SENP8 block-1; E = SENP8 block-2; F = SENP6 inh; G = Apaf-1 inh; H = SENP7 inh
CCc1nnc(NC(=O)CCC(=O)N2CCN(CCc3ccccc3)CC2)s1
  A: -1; B: -4; C: 2; D: 37; E: 1; F: -2; G: -4; H: 4
O=C(N/N=C/c1cccc(Cl)c1)c1c(O)c2c([nH]c1=O)CCCC2
  A: 2; B: 2; C: -17; D: -2; E: -6; F: -18; G: -9; H: 9
CCOC(=O)c1c(C)[nH]c(=S)c(C#N)c1-c1ccccc1
  A: 1; B: -1; C: ?; D: 8; E: 1; F: -11; G: -1; H: -4
Cc1ccc(NC(=O)CNc2cccc(Br)c2)cc1S(=O)(=O)N1CCOCC1
  A: 0; B: -6; C: -3; D: 6; E: -11; F: -2; G: 13; H: -21
O=C(Nc1ccccc1)c1ccccc1NC(=O)C(F)(F)F
  A: -1; B: 0; C: -5; D: 12; E: 5; F: 9; G: 2; H: 15
COc1cc(/C=N/NC(=O)c2c(-c3ccccc3)noc2C)cc(OC)c1OC
  A: 1; B: 0; C: 7; D: -20; E: -7; F: 3; G: 2; H: -1
Cc1ccc(-c2ccc(CCC(=O)O)n2Cc2ccco2)cc1
  A: -14; B: 0; C: -8; D: -322; E: -10; F: -3; G: 9; H: -3
CCNC(=O)NC(=O)C(C)N1C(=O)NC(c2ccccc2)(c2ccccc2)C1=O (configuration not stated)
  A: 1; B: -2; C: -4; D: 8; E: 2; F: -12; G: 9; H: 2
CCCn1c2c(c(O)c(C(=O)NC)c1=O)CCCC2
  A: 0; B: -10; C: 0; D: 2; E: -7; F: 0; G: 1; H: -7
Cn1c(=O)[nH]c(=O)c2c1nc(NC1CCCC1)n2Cc1ccccc1
  A: 2; B: -7; C: 2; D: -4; E: 9; F: -15; G: 3; H: 1
CCCNC(=S)NC1CC2CCCC(C1)N2CC(C)C (configuration not stated)
  A: -1; B: -6; C: 0; D: 24; E: -2; F: -8; G: -5; H: -4
Brc1ccc(NCc2cccc3ccccc23)nc1
  A: 1; B: 0; C: 8; D: 28; E: 7; F: 5; G: 3; H: -2
CCOc1ccc(N(C(=O)CNC(=O)c2ccco2)C(C(=O)NC2CCCC2)c2cccnc2)cc1 (configuration not stated)
  A: 1; B: 0; C: -3; D: 8; E: -2; F: -4; G: 11; H: 0
COc1ccc(C(=O)Nc2nc(-c3cccs3)cs2)cc1
  A: -1; B: -4; C: 3; D: -57; E: -23; F: 25; G: 31; H: -17
COC(=O)c1ccc(S(=O)(=O)N(Cc2ccccc2)Cc2ccccc2)n1C
  A: 2; B: -10; C: 7; D: 14; E: 7; F: -11; G: 9; H: 7
O=C(NC1CCCCC1NC(=O)c1cccs1)c1cccs1 (configuration not stated)
  A: 0; B: -9; C: 7; D: 15; E: -5; F: -12; G: -2; H: -4
CC(/C=C/c1ccccc1F)=N\NC(=O)c1ccccc1
  A: 2; B: -4; C: -14; D: 24; E: -10; F: -41; G: 6; H: -2
CCOC(=O)C(/C=C(\C#N)C(=O)OCC)=C(/N)N1CCN(c2ccccc2)CC1
  A: -2; B: 3; C: -24; D: 26; E: -4; F: -22; G: 18; H: -6
CN(CC(=O)Nc1ccccc1Cl)C(=O)C1CCN(S(=O)(=O)c2ccc3c(c2)OCCO3)CC1
  A: 0; B: -9; C: 2; D: 8; E: -11; F: -2; G: -1; H: -1
C=CCOc1ccc(/C=C(\C#N)C(=O)Nc2ccccn2)cc1OC
  A: -48; B: 5; C: 7; D: -87; E: 0; F: -2; G: 4; H: 10
CCOc1ccc2nc(NC(=O)C3CCCN(S(=O)(=O)c4cccs4)C3)sc2c1 (configuration not stated)
  A: 0; B: 0; C: -7; D: 16; E: 12; F: 6; G: 12; H: 2
CCC1CCCCN1Cc1nc2c(c(=O)n(C)c(=O)n2C)n1Cc1cccc2ccccc12 (configuration not stated)
  A: -2; B: -1; C: 5; D: 6; E: 10; F: -17; G: 21; H: 3
CC(C)[C@H](NS(=O)(=O)c1ccccc1)C(=O)OCC(=O)Nc1ccc2c(c1)OCO2
  A: 0; B: -3; C: 6; D: 3; E: -6; F: -2; G: -3; H: 1
O=C(/C=C/c1ccc(Cl)cc1Cl)Nc1ccc(CN2CCOCC2)cc1
  A: -1; B: 3; C: 3; D: 24; E: 5; F: 11; G: 15; H: 9
COCCN(C(=O)CNC(=O)c1ccco1)C(C(=O)NC1CCCC1)c1ccc(F)cc1 (configuration not stated)
  A: 1; B: -7; C: -7; D: 12; E: -11; F: -34; G: -6; H: -1
O=c1cc(-c2ccc3c(c2)OCO3)oc2ccccc12
  A: -1; B: -7; C: 19; D: -334; E: -4; F: -9; G: -18; H: 77*
Cc1cccc(C)c1NC(=O)CN(C)C(C)C(=O)Nc1ccccc1-c1ccccc1 (configuration not stated)
  A: 2; B: -6; C: -5; D: 3; E: -9; F: -18; G: 12; H: -2
CC(=O)c1ccc(N(C(=O)CNC(=O)c2cccs2)C(C(=O)NCC2CCCO2)c2ccccc2)cc1 (configuration not stated)
  A: 0; B: -4; C: -14; D: 26; E: -9; F: -19; G: -1; H: -3
Cc1ccc(-c2ccc(=O)n(Cc3cccc(Br)c3)n2)cc1
  A: 0; B: -2; C: 1; D: -18; E: -8; F: -8; G: 21; H: 7
CCOC(=O)c1ccc(N[C@@H]2CCN3C(=O)c4ccccc4[C@@H]3C[C@H]2O)cc1
  A: 0; B: 6; C: nt; D: 0; E: nt; F: nt; G: 16; H: -7

Compound profiles, from the list above.
`CN(CC(=O)Nc1ccccc1Cl)C(=O)C1CCN(S(=O)(=O)c2ccc3c(c2)OCCO3)CC1` across the screens: SENP1 FRET inh: 0; A3G deaminase: -9; UBC13 inh: 2; SENP8 block-1: 8; SENP8 block-2: -11; SENP6 inh: -2; Apaf-1 inh: -1; SENP7 inh: -1
`CC(/C=C/c1ccccc1F)=N\NC(=O)c1ccccc1` across the screens: SENP1 FRET inh: 2; A3G deaminase: -4; UBC13 inh: -14; SENP8 block-1: 24; SENP8 block-2: -10; SENP6 inh: -41; Apaf-1 inh: 6; SENP7 inh: -2

Following part:
Field names – A = SENP1 FRET inh; B = A3G deaminase; C = UBC13 inh; D = SENP8 block-1; E = SENP8 block-2; F = SENP6 inh; G = Apaf-1 inh; H = SENP7 inh
CCCn1c(SCC(=O)NC2CCC(C)CC2)n[nH]c1=O (configuration not stated)
  A: 0; B: -1; C: 5; D: 7; E: 4; F: 21; G: 3; H: 5
COC(=O)CCNC(=O)c1ccc2nc(Cc3ccc(OC)c(OC)c3)oc2c1
  A: -1; B: -10; C: 5; D: 10; E: -1; F: 13; G: -11; H: -2
Cc1nn(-c2ccccc2)c2c1cc1c(=O)n(C)c(=O)nc-1n2-c1ccccc1F
  A: -40; B: 1; C: 8; D: -402; E: -6; F: 1; G: 1; H: -1
Cc1ccccc1CSCCNC(=O)c1ccc(Cl)c(S(=O)(=O)N2CCOCC2)c1
  A: 2; B: 2; C: 4; D: 24; E: 3; F: 6; G: 12; H: 6
COc1cc(-c2nnc(COC(=O)c3cc(C)nc4ccc(C)cc34)o2)cc(OC)c1OC
  A: 0; B: -6; C: 21; D: -336; E: 10; F: -16; G: 10; H: -2
Cc1c(C(=O)N/N=C/c2ccc(Cl)cc2)[nH]c2ccc(Cl)cc12
  A: 2; B: 0; C: -30; D: -43; E: 2; F: -7; G: 5; H: -5
COc1ccc(NC(=O)CCCN2C(=O)C(c3ccccc3)Oc3cccnc32)cc1 (configuration not stated)
  A: 0; B: -3; C: 3; D: 6; E: -7; F: 11; G: 8; H: -2
c1ccc(Cc2nc3ccccc3o2)cc1
  A: 3; B: -4; C: 1; D: 13; E: 1; F: 12; G: -5; H: 2
CCn1ncc(NC(=S)Nc2ccc(OC)c(OC)c2)c1C(N)=O
  A: -7; B: -10; C: 13; D: 22; E: -4; F: 4; G: 1; H: -3
C=CCn1c(SCC(=O)c2ccc(O)c(O)c2)nnc1-c1ccc(OC)cc1
  A: 0; B: -8; C: -16; D: 18; E: 2; F: -10; G: 13; H: -2
Cc1c(C(=O)NCc2ccco2)sc2nc(-c3ccccc3)cn12
  A: 1; B: 9; C: 14; D: -1; E: -8; F: -17; G: -1; H: -1
Cc1sc2nc(SCC(=O)NCc3ccco3)n(C)c(=O)c2c1C
  A: 1; B: -2; C: -8; D: 29; E: 1; F: 4; G: 3; H: 0
CC(C)(C)SCCNC(=O)CN1C(=O)c2cccc3cccc1c23
  A: -28; B: -7; C: 3; D: -238; E: -2; F: 9; G: -11; H: 16
Cn1nc(-c2ccccc2)cc1NS(=O)(=O)c1ccc(C#N)cc1
  A: -1; B: -5; C: 12; D: 4; E: -8; F: -3; G: -9; H: 0
COC(=O)[C@@H](NC(=O)NCc1cccs1)C(C)C
  A: 2; B: -3; C: 1; D: 17; E: 7; F: 10; G: -8; H: 7
O=C(c1c(F)cccc1F)N(Cc1ccccc1)Cc1ccccc1
  A: 0; B: -5; C: 9; D: 4; E: -1; F: 16; G: 10; H: 2
O=C(C1CCC1)N1CCN(c2ccnc3cc(Cl)ccc23)CC1
  A: 2; B: -6; C: 0; D: -46; E: 15; F: 10; G: -9; H: 1
COC(=O)C(=Nc1ccccc1)/C(C(=O)C(=O)N(C)c1ccccc1)=C(\O)c1ccc(Cl)cc1
  A: -27; B: -7; C: -15; D: -16; E: -8; F: -11; G: 7; H: -1
COc1cc(C(=O)NCCCc2nc3ccccc3n2Cc2cc(C)ccc2C)cc(OC)c1OC
  A: -1; B: -1; C: 15; D: 8; E: 0; F: -6; G: 23; H: 2
CCc1ccc(OCC(=O)NNC(=O)c2ccc(NC(=O)C3CC3)cc2)cc1
  A: 3; B: -3; C: -1; D: -10; E: 6; F: -9; G: -16; H: 0
COC(=O)c1cc(S(=O)(=O)Nc2nn(C)c3cccc(F)c23)oc1C
  A: 1; B: -7; C: -3; D: 13; E: -10; F: -25; G: 4; H: -7
Cc1occc1C(=O)Nc1ccccc1C#N
  A: -1; B: -2; C: -1; D: 4; E: -3; F: -13; G: -11; H: 15
Clc1cccc(Cl)c1COc1ccccn1
  A: 1; B: -2; C: -18; D: 16; E: -10; F: 9; G: -4; H: -4
CCCn1nnc(NC(=S)NC(=O)/C=C/c2ccc(Cl)cc2)n1
  A: 2; B: -3; C: -4; D: 2; E: -1; F: -2; G: -1; H: 10
Cc1cccc(C(C)C)c1NC(=O)CN1C(=O)NC2(CCc3ccccc32)C1=O (configuration not stated)
  A: -2; B: -6; C: 2; D: 10; E: 4; F: -1; G: 3; H: 3
COc1ccccc1NC(=O)c1ccc(NC(=O)CSc2nncn2C)cc1
  A: 3; B: -8; C: 2; D: 3; E: -7; F: -17; G: -2; H: -10
Cc1occc1C(=O)NC(C)c1ccc2c(c1)OCO2 (configuration not stated)
  A: 1; B: -5; C: -12; D: 4; E: -10; F: -2; G: 2; H: -4
CC1(C)CC(=O)C2=C(C1)OC(/N=C/N1CCOCC1)=C(C#N)C2c1ccccc1 (configuration not stated)
  A: 2; B: -7; C: -6; D: 21; E: -2; F: -9; G: 1; H: 9
CC1CC1c1ccc(/C=C(\C#N)C(=O)Nc2ccc(Cl)cc2Cl)o1 (configuration not stated)
  A: -21; B: -6; C: -6; D: -96; E: -15; F: 2; G: 8; H: -3
COC(=O)c1ccc(CSc2nc3ccccc3c(=O)n2CC(C)C)o1
  A: 1; B: -8; C: 9; D: 15; E: -8; F: -6; G: 19; H: -4
